From PubChem BioAssay
Growth percent in the NCI-60 one-dose screen (48 h, 10 µM unless noted): 100 = growth as untreated, 0 = no growth, -100 = all killed.
MDA-MB-435 – MDA-MB-435 melanoma | 7.8% of 82,000 active | AID 1794794
MCF7 – MCF7 breast cancer; 6.3% of 82,000 active; AID 1794796
MDA-MB-231 – MDA-MB-231 breast cancer; AID 1794789; 5% of 81,000 active
* hit, by the source's call. How the source made its calls: active means growth percent below 10; inactive means the rest.

SMILES | MDA-MB-435 | MCF7 | MDA-MB-231
COc1ccc(N=N/C(C(=O)C(F)(F)F)=C(\O)c2ccc(Cl)cc2)cc1 | 15.0 | 65.2 | 48.2

A portion of the library; rates above refer to the full screens.
